# From PubChem BioAssay
# TcdB GH inh = inhibitors of Clostridioides difficile toxin B glycohydrolase; TcdB glycohydrolase enzymatic assay, plate reader; hit rate 0.24% among 350,000; AID 652162; P18177; inhibition, % at 9.99 µM; in the data active means inhibition above about 10%
# * = called active by the depositor. A portion of the library, so the mix of outcomes need not match the whole.
# Preview (2 entries):
SMILES,TcdB GH inh
C[C@@H]1CN([C@H](C)CO)C(=O)c2cc(NS(=O)(=O)c3ccccc3)ccc2O[C@@H]1CN(C)C(=O)Nc1ccc2c(c1)OCO2,0.7
O=C(C1CCCCC1)N1CC(=O)N2[C@H](C1)[C@H](c1ccc(-c3ccccc3F)cc1)[C@@H]2CO,-1.0

# All compounds of this part, from the start:
SMILES,TcdB GH inh
C[C@@H]1CN([C@H](C)CO)C(=O)c2cc(NS(=O)(=O)c3ccccc3)ccc2O[C@@H]1CN(C)C(=O)Nc1ccc2c(c1)OCO2,0.7
O=C(C1CCCCC1)N1CC(=O)N2[C@H](C1)[C@H](c1ccc(-c3ccccc3F)cc1)[C@@H]2CO,-1.0
C[C@H](CO)N1C[C@H](C)[C@@H](CN(C)S(=O)(=O)c2cn(C)cn2)Oc2cc(C3=CCCC3)ccc2S1(=O)=O,-2.5
CCCN(C)C[C@H]1Oc2cc(C#Cc3ccccc3)ccc2S(=O)(=O)N([C@H](C)CO)C[C@H]1C,0.1
C[C@@H]1CCCCO[C@H](CN(C)C)[C@@H](C)CN([C@@H](C)CO)C(=O)c2cc(NC(=O)Cc3ccccc3)ccc2O1,-20.7
O=C(C[C@@H]1CC[C@H]2[C@@H](COC[C@H](O)CN2Cc2cc(F)cc(F)c2)O1)NC1CCCC1,-0.4
COCCNC(=O)C[C@H]1CC[C@@H](NC(=O)NC2CCCC2)[C@H](CO)O1,-0.9
COCCNC(=O)C[C@H]1C[C@H]2c3cc(NC(=O)CC4CC4)ccc3O[C@H]2[C@@H](CO)O1,-0.4
O=S(=O)(Cc1ccccc1)N1CCCCN2[C@@H](CO)[C@H](c3ccc(-c4cccnc4)cc3)[C@@H]2C1,0.5
C[C@H]1CN([C@@H](C)CO)S(=O)(=O)c2ccc(C#CC3CC3)cc2O[C@@H]1CN(C)Cc1cccnc1,0.8
COc1cccc(C#Cc2ccc([C@H]3[C@H](CO)N4C(=O)CN(C(=O)Cc5cccnc5)C[C@@H]34)cc2)c1,-1.6
O=C(NCC[C@@H]1CC[C@H](NS(=O)(=O)c2ccccc2F)[C@H](CO)O1)c1ccc(F)cc1,-2.9
C[C@@H]1CN([C@@H](C)CO)C(=O)c2cc(NS(=O)(=O)c3cn(C)cn3)ccc2O[C@H]1CN(C)Cc1ccc(Cl)c(Cl)c1,0.2
C[C@H](CO)N1C[C@H](C)[C@@H](CN(C)C(=O)Nc2cccc3ccccc23)Oc2c(NC(=O)C3CCCCC3)cccc2C1=O,1.2
COCC(=O)Nc1ccc2c(c1)OC[C@@H](C)N(Cc1ccncc1)C[C@H](C)[C@@H](OC)CN(C)C2=O,0.0
COc1ccc(S(=O)(=O)N2C[C@H](O)COC[C@H]3O[C@H](CC(=O)N(C)C)CC[C@@H]32)cc1,1.0
Cc1ccccc1S(=O)(=O)NCC[C@@H]1CC[C@@H](NC(=O)C2CCC2)[C@H](CO)O1,0.6
CCN(C[C@@H]1[C@@H](c2ccccc2)[C@H](CO)N1C(C)=O)C(=O)NC1CCCC1,3.2
C[C@@H]1CN([C@H](C)CO)C(=O)c2cc(NS(=O)(=O)c3ccc(Cl)cc3)ccc2O[C@@H](C)CCCCO[C@@H]1CN(C)C(=O)C1CCCCC1,0.9
CN1C(=O)c2cc(NC(=O)c3cccc(C(F)(F)F)c3)ccc2OC[C@H]2O[C@@H](CC(=O)O)CC[C@H]21,1.4
O=C(O)C[C@H]1C[C@@H]2c3cc(NC(=O)CC4CC4)ccc3O[C@@H]2[C@@H](CO)O1,0.8
O=C(C[C@H]1CC[C@H](NC(=O)Nc2cc(F)ccc2F)[C@@H](CO)O1)Nc1ccccc1,0.9
O=C(C1CCCC1)N1CC(=O)N2[C@H](CO)[C@@H](c3ccc(C#CC4CCCC4)cc3)[C@H]2C1,0.9
Cc1ccc(S(=O)(=O)Nc2ccc3c(c2)CC(=O)N([C@@H](C)CO)C[C@H](C)[C@H](CN(C)Cc2ccncc2)O3)cc1,0.8
N#C[C@@H]1[C@H](c2ccccc2C2=CCCC2)[C@@H](CO)N1C(=O)Cc1ccncc1,-0.8

# Some values from the results shown:
# Result for `COCCNC(=O)C[C@H]1CC[C@@H](NC(=O)NC2CCCC2)[C@H](CO)O1` under TcdB GH inh: -0.9
# Result for `COc1ccc(S(=O)(=O)N2C[C@H](O)COC[C@H]3O[C@H](CC(=O)N(C)C)CC[C@@H]32)cc1` under TcdB GH inh: 1.0

# More structures follow:
SMILES,TcdB GH inh
COc1ccc(NC(=O)Nc2ccc3c(c2)C(=O)N([C@H](C)CO)C[C@@H](C)[C@H](CN(C)C(=O)NC2CCCCC2)OCCCC[C@H](C)O3)cc1,0.6
CN1C(=O)c2cc(NS(=O)(=O)c3ccc(F)cc3)ccc2OC[C@@H]2O[C@@H](CC(=O)O)CC[C@@H]21,0.7
COc1ccccc1NC(=O)N[C@@H]1CC[C@@H](CCNS(=O)(=O)c2ccccc2)O[C@H]1CO,-2.2
O=C(O)C[C@@H]1C[C@H]2c3cc(NC(=O)C4CCC4)ccc3O[C@H]2[C@@H](CO)O1,-1.5
CCCNC(=O)N1[C@@H](C#N)[C@@H](c2ccc(-c3cccnc3)cc2)[C@@H]1CO,1.1
C[C@@H]1CN([C@H](C)CO)S(=O)(=O)c2ccc(Br)cc2O[C@@H]1CN(C)Cc1cccnc1,0.0
CC(C)NC(=O)Nc1ccc2c(c1)C(=O)N([C@H](C)CO)C[C@H](C)[C@H](CN(C)S(=O)(=O)c1ccc(F)cc1)OCCCC[C@H](C)O2,0.7
CNC(=O)C[C@H]1CC[C@H]2[C@@H](COC[C@H](O)CN2Cc2ccc(C(F)(F)F)cc2)O1,-2.9
C[C@H](CO)N1C[C@H](C)[C@H](CN(C)C(=O)CCCN(C)C)OCCCC[C@H](C)Oc2ccc(NC(=O)Cc3ccccc3)cc2C1=O,0.5
COc1ccc(C#Cc2cnc3c(c2)C(=O)N([C@@H](C)CO)C[C@@H](C)[C@@H](CN(C)C)O3)cc1,1.1
CN1CCN(C(=O)[C@@H]2[C@@H](CO)[C@@H]3Cn4c(cccc4=O)[C@H]2N3Cc2ccncc2)CC1,0.1
CCCC[C@@H](O)C1=C(C)Cn2c(=O)n(-c3ccccc3)c(=O)n2[C@H]1CO,-0.4
COCC(=O)N(C)C[C@@H]1Oc2cc(-c3ccncc3)ccc2S(=O)(=O)N([C@H](C)CO)C[C@@H]1C,0.3
C[C@@H]1CN([C@H](C)CO)C(=O)c2cccc(NC(=O)Nc3ccc(F)cc3)c2O[C@H]1CN(C)S(=O)(=O)c1ccc(F)cc1,-0.6
C[C@H]1CN([C@@H](C)CO)C(=O)Cc2cc(NS(C)(=O)=O)ccc2O[C@H]1CN(C)C(=O)Nc1cccc2ccccc12,-0.1
COc1cccc(NC(=O)N[C@H]2CC[C@@H](CC(=O)N3CCOCC3)O[C@@H]2CO)c1,0.7
COc1ccc(NC(=O)Nc2ccc3c(c2)C(=O)N([C@@H](C)CO)C[C@@H](C)[C@H](CN(C)S(=O)(=O)c2ccc(Cl)cc2)O3)cc1,-1.0
CNC(=O)C[C@@H]1CC[C@H]2[C@@H](COc3ccc(NC(=O)c4cc(F)cc(F)c4)cc3C(=O)N2C)O1,-0.2
CCC(=O)Nc1ccc2c(c1)C(=O)N(C)C[C@@H](OC)[C@@H](C)CN(C(=O)c1ccncc1)[C@@H](C)CO2,0.0
C[C@@H]1CN([C@H](C)CO)C(=O)CCCn2nncc2CO[C@@H]1CN(C)C(=O)Nc1ccc2c(c1)OCCO2,-0.7
Cc1noc(C)c1S(=O)(=O)Nc1ccc2c(c1)C(=O)N([C@H](C)CO)C[C@@H](C)[C@@H](CN(C)Cc1ccc(C(=O)O)cc1)OCCCC[C@@H](C)O2,-0.3
CN(C)CCCNC(=O)C[C@@H]1CC[C@@H]2[C@H](COC[C@@H](O)CN2S(=O)(=O)c2ccc(F)cc2)O1,-0.7
C[C@H]1CN([C@@H](C)CO)C(=O)c2cccc(NS(=O)(=O)c3ccccc3)c2O[C@H]1CN(C)C(=O)Nc1ccc(C(F)(F)F)cc1,-0.1
O=C(C[C@H]1CC[C@H]2[C@@H](COC[C@H](O)CN2C(=O)Nc2ccccc2)O1)NC1Cc2ccccc2C1,1.1
O=C(CN1CCOCC1)N[C@@H]1CC[C@@H](CCn2cc(C3CCCC3)nn2)O[C@@H]1CO,-2.5
SMILES,TcdB GH inh
CC(=O)N1[C@H](C(=O)NC2CCC2)[C@@H](CO)[C@@H]2Cn3c(ccc(C4=CCCC4)c3=O)[C@@H]21,0.2
CO[C@H]1CN(C)C(=O)c2cccc(C#N)c2OCC[C@H]2CC[C@@H](OC)[C@H](CN(C)C(=O)[C@H]1C)O2,-0.4
CO[C@H](CN(C)Cc1cc(F)ccc1F)[C@H](C)CN([C@H](C)CO)S(=O)(=O)c1ccc(Cl)cc1,-0.4
COCC(=O)N1C[C@H](C)[C@@H](OC)CN(C)C(=O)c2ccc(NC(=O)c3ccc(F)cc3)cc2OC[C@@H]1C,-0.6
CO[C@H]1CN(C)C(=O)c2cc(NC(=O)c3cc(C)on3)ccc2OC[C@H](C)N(C)C[C@H]1C,-0.8
O=C(NC1CCCC1)N1CCCCN2[C@H](C1)[C@@H](c1ccc(-c3cccnc3)cc1)[C@@H]2CO,-0.2
CCCN1C[C@H](C)[C@H](OC)CN(C)C(=O)c2cc(NC(=O)c3ccc(F)cc3)ccc2OC[C@@H]1C,-0.3
CN(C)C(=O)C[C@H]1CC[C@@H](NC(=O)Nc2cccc(F)c2)[C@H](CO)O1,-0.1
C[C@H](CO)N1C[C@H](C)[C@H](CN(C)S(=O)(=O)c2cn(C)cn2)Oc2ccc(NS(=O)(=O)c3cn(C)cn3)cc2CC1=O,0.1
Cc1ccc(S(=O)(=O)Nc2ccc3c(c2)C(=O)N([C@H](C)CO)C[C@@H](C)[C@H](CN(C)C(=O)Nc2ccc(F)cc2)OCCCC[C@H](C)O3)cc1,1.0
CCNC(=O)[C@H]1[C@H](CO)[C@H]2Cn3c(ccc(-c4cccc(F)c4)c3=O)[C@@H]1N2C(=O)c1ccccn1,0.5
C[C@H]1CN([C@@H](C)CO)C(=O)c2cccc(NC(=O)c3ccc(-c4nccs4)cc3)c2O[C@@H]1CN(C)Cc1ccc2c(c1)OCO2,-5.2
C[C@@H]1CCCCO[C@H](CN(C)C)[C@@H](C)CN([C@H](C)CO)C(=O)c2cc(N(C)C)ccc2O1,-10.9
C[C@@H]1CN([C@@H](C)CO)C(=O)c2cc(NS(=O)(=O)c3ccc(F)cc3)ccc2O[C@@H]1CN(C)CC1CC1,-3.1
NC(N)=NCCCC(N)C(=O)CC(Cc1ccccc1)C(=O)O (stereo unspecified),-0.5
CCCN1[C@@H]2c3ccc(-c4ccncc4)c(=O)n3C[C@H]1[C@H](CO)[C@H]2C(=O)NCCc1cn(C)cn1,0.3
C[C@H]1CN([C@@H](C)CO)C(=O)c2cccc(NC(=O)Nc3ccccc3)c2O[C@H]1CN(C)S(=O)(=O)c1ccc(F)cc1,1.2
CC=Cc1ccc2n(c1=O)C[C@@H]1[C@@H](CO)[C@H](C(=O)NCC3CC3)N(Cc3ccncc3)[C@H]21 (mixture of isomers),0.8
O=C(Cc1ccccc1)N1CC(=O)N2[C@H](CO)[C@@H](c3ccc(C#Cc4ccccc4)cc3)[C@H]2C1,-0.4
C[C@H](CO)N1C[C@H](C)[C@H](CN(C)C(=O)Cc2ccccc2)OCCCC[C@H](C)Oc2ccc(NC(=O)Nc3ccc4c(c3)OCO4)cc2C1=O,0.8
C[C@@H]1CN([C@@H](C)CO)C(=O)c2cccc(NC(=O)C3CC3)c2O[C@H]1CN(C)S(=O)(=O)c1ccc(Cl)cc1,-0.4
O=C(c1cccnc1)N1CC(=O)N2[C@H](CO)[C@@H](c3ccc(-c4cccnc4)cc3)[C@H]2C1,-0.4
CN(C)C(=O)c1cccc(-c2ccc3c(c2)[C@H]2[C@H](CCN2C(=O)c2ccccc2F)[C@H](CO)N3)c1,1.9
N#C[C@@H]1[C@@H](c2ccc(C3=CCCCC3)cc2)[C@H](CO)N1C(=O)c1cccc(F)c1,-0.2
C[C@H](CO)N1C[C@H](C)[C@H](CN(C)Cc2ccccn2)Oc2cc(C#CC3CC3)ccc2S1(=O)=O,-1.4
SMILES,TcdB GH inh
COCCNC(=O)C[C@H]1CC[C@H](NS(=O)(=O)c2ccc(C)cc2)[C@H](CO)O1,-2.5
C[C@@H]1CN([C@H](C)CO)C(=O)c2cc(NC(=O)Cc3cn(C)c4ccccc34)ccc2O[C@H]1CN(C)C(=O)Nc1ccc(C(F)(F)F)cc1,-1.2
C[C@@H]1CN([C@H](C)CO)C(=O)c2cc(N(C)C)ccc2O[C@@H]1CN(C)Cc1ccccc1,-8.7
O=C(C[C@H]1CC[C@@H](NS(=O)(=O)c2ccc(F)cc2)[C@H](CO)O1)NCCc1ccncc1,-0.3
Cc1ccc(S(=O)(=O)N(C)C[C@@H]2OCc3ccccc3-c3c(n(C)c4ccccc34)C(=O)N([C@@H](C)CO)C[C@@H]2C)cc1,-0.8
COc1ccc(C#Cc2ccc3c(c2)O[C@@H](CN(C)C(=O)NC2CCCCC2)[C@@H](C)CN([C@H](C)CO)S3(=O)=O)cc1,0.6
C[C@H]1CN([C@@H](C)CO)C(=O)c2cc(NC(=O)Nc3ccc(F)cc3)ccc2O[C@@H]1CN(C)S(=O)(=O)c1ccc(F)cc1,2.4
C[C@H](O)C#Cc1cnc2c(c1)C(=O)N([C@@H](C)CO)C[C@@H](C)[C@@H](CN(C)C(=O)c1ccncc1)O2,-2.2

# Rewritten as tab-separated lines: part of the list above.
smiles	TcdB GH inh
C[C@@H]1CN([C@H](C)CO)C(=O)c2cc(N(C)C)ccc2O[C@@H]1CN(C)Cc1ccccc1	-8.7
O=C(C[C@H]1CC[C@@H](NS(=O)(=O)c2ccc(F)cc2)[C@H](CO)O1)NCCc1ccncc1	-0.3
Cc1ccc(S(=O)(=O)N(C)C[C@@H]2OCc3ccccc3-c3c(n(C)c4ccccc34)C(=O)N([C@@H](C)CO)C[C@@H]2C)cc1	-0.8
COc1ccc(C#Cc2ccc3c(c2)O[C@@H](CN(C)C(=O)NC2CCCCC2)[C@@H](C)CN([C@H](C)CO)S3(=O)=O)cc1	0.6
C[C@H]1CN([C@@H](C)CO)C(=O)c2cc(NC(=O)Nc3ccc(F)cc3)ccc2O[C@@H]1CN(C)S(=O)(=O)c1ccc(F)cc1	2.4
C[C@H](O)C#Cc1cnc2c(c1)C(=O)N([C@@H](C)CO)C[C@@H](C)[C@@H](CN(C)C(=O)c1ccncc1)O2	-2.2
